High-throughput results (PubChem BioAssay)
Rin1 Abl inh: blocks binding of human Rin1 to Abl; P00519+Q13671; TR-FRET Rin1/Abl binding, biochemical; inhibition, % at 7.35 µM; actives 0.4% (n = 360,000); in the data active means inhibition above about 5%, passing the limit was not always enough
SUMO1 PPI mod: SUMO1-SIM interaction modulation; P63165; SUMO1 binding to a labelled peptide, TR-FRET, 1 h; inhibition, % at 20 µM; actives 0.33% (n = 360,000); in the data active means inhibition above about 37%
Target sequence (P63165 whole entry, looked up): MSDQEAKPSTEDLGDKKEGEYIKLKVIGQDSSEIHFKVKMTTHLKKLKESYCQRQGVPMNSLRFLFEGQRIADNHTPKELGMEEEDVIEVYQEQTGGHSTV
Rpn11 block: blocks the human proteasome subunit Rpn11. O00487. human 26S proteasome, Ub4-pepOG fluorescence polarization; 20S core pre-blocked with epoxomicin. calls only at 20 µM. actives 0.59% (n = 360,000). AID 588493;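 active means inhibition at 20 µM, scaled to each plate's controls, above about 33%, limit read from the data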
Target sequence (O00487 whole entry, looked up): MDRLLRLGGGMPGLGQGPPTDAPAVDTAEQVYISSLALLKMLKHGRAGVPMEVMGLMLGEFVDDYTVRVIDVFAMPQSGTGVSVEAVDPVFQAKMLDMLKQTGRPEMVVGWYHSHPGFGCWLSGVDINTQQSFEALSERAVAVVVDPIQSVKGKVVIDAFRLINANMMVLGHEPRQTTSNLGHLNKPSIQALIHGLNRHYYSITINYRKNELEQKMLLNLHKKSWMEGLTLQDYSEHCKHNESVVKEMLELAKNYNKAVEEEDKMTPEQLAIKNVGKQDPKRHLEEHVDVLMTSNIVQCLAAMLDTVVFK
Scp-1 inhibitor: Scp-1 (human) phosphatase inhibition; actives 0.88% (n = 340,000); AID 493091; inhibition, % at 20 µM; Recombinant Scp1, phosphopeptide, malachite green phosphate absorbance; Q9GZU7;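 active means inhibition above about 50% at 20 µM, limit read from the data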;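 further: plate controls were DMSO wells with enzyme for no effect and wells lacking enzyme for full effect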
Target sequence (Q9GZU7 76-261 limits assumed): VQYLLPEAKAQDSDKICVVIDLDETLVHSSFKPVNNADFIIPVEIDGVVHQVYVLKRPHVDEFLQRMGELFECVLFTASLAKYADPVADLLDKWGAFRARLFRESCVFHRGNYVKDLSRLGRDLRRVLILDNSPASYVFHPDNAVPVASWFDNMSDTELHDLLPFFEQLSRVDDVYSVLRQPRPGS
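Assay system: SCP-1 catalytic fragment, aa 76-261 | Buffer or medium: Tris acetate buffer pH 5.5 with MgCl2 and Tween-20 | Compound: One concentration, 20 µM, with 1.0% DMSO | Also added: Phospho 17-mer peptide substrate | Signal: Absorbance at 630 nm | Incubation: 45 min enzyme reaction at room temperature | Measure: % inhibition of SCP-1 phosphate liberation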
DNMT1 inh: blocks human DNA methyltransferase DNMT1; DNMT1 molecular beacon, Hinp1I cleavage, fluorescence; inhibition (reported as % activation of signal), % at 10 µM; actives 0.83% (n = 360,000); in the data active means inhibition above about 50%
STEP inh: STEP (human) phosphatase inhibition; P54829; recombinant STEP, OMFP fluorogenic substrate, fluorescence; inhibition, % at 20 µM; actives 0.25% (n = 360,000); AID 588621;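 active means inhibition at 20 µM, scaled per plate between control wells, above about 37%, limit read from the data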;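 further: 0% = DMSO with enzyme and substrate and 100% = substrate only without enzyme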
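Assay system: isolated STEP enzyme / Timing: 20 min at room temperature, dark / Doses: 20 µM, 1% DMSO / Technique: fluorescence intensity, excitation 480 nm, emission 540 nm / Reagent: fluorogenic phosphatase substrate OMFP at 25 µM final / Measure: percent inhibition scaled to no-enzyme and uninhibited-enzyme controls, plate-pattern corrected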
Neddyl block: cullin neddylation inhibition; TR-FRET cullin neddylation, biochemical; calls only at 25 µM; actives 0.58% (n = 360,000); in the data active means inhibition above about 36%
LMPTP inh: blocks human LMPTP phosphatase; AID 651560; recombinant LMPTP-A, OMFP fluorogenic substrate, fluorescence intensity; P24666; actives 0.22% (n = 360,000); inhibition, % at 20 µM;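 active means compounds that cut the enzyme signal by at least half of the control window in the single-dose screen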;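 further: plate controls were DMSO wells with enzyme plus substrate for no effect and substrate without enzyme for full effect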
Target sequence (P24666 whole entry, looked up): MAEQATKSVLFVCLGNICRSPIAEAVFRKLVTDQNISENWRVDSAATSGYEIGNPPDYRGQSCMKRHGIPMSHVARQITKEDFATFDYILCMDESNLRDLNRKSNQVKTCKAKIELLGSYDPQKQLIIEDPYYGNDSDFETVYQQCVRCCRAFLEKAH
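Test system – LMPTP-A phosphatase enzyme · Quantity – 0.625 nM LMPTP-A final · Reagent – OMFP substrate, 400 µM final · Dosing – one test concentration per compound, 20 µM, with 3% DMSO overall · Timing – 50 min enzyme reaction at room temperature, protected from light · Detection – fluorescence intensity · Controls – substrate-only low control, DMSO enzyme-plus-substrate high control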
NadD block: inhibitors of Staphylococcus aureus NadD; purified NadD enzyme, colorimetric absorbance read-out; actives 0.78% (n = 360,000); inhibition, % at 20 µM; in the data active means inhibition above about 26%; further: some compounds past the cut are filed as inactive
CSN deneddyl inh: CSN deneddylation inhibition; Purified CSN, SCF-Nedd8-OG deneddylation, fluorescence polarization; inhibition, % at 12.5 µM; actives 0.38% (n = 360,000); AID 651999;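 active means pattern-corrected inhibition above about 35%, with an unprinted fluorescence ratio check between 0.5 and 1.5, limit read from the data, passing the limit was not always enough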;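 further: 0% = enzyme with substrate and 100% = substrate without enzyme; some results filed as inactive read as strong as hits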
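Assay system: purified human Csn5 enzyme expressed in HEK293T cells; measure: % inhibition; also added: SCFSkp2-Nedd8OG substrate at 10 nM final; technique: fluorescence polarization; times: reaction 90 min, room temperature; medium: Tris buffer pH 7.5, NaCl, DTT, Tween-20, trehalose, ovalbumin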
Numbers without * were called inactive; i = inactive; nt = not tested or not shown; + = active, no number. Random draw from the library; 3.8% or so of the library scored in one or more.

Rin1 Abl inh	SUMO1 PPI mod	Rpn11 block	Scp-1 inhibitor	DNMT1 inh	STEP inh	Neddyl block	LMPTP inh	NadD block	CSN deneddyl inh	SMILES
2	-7	i	-7	-8	4	i	2.9	12	0	COC(=O)c1cc2c(ccn2-c2ccc(F)cc2)n1CC(C)C
-3	-8	i	-1	7	2	i	-1.1	-2	0	CCC(C)(C)NC(=O)C(c1ccc(F)cc1)N(Cc1ccco1)C(=O)c1snc(C(N)=O)c1N (centres undefined)
-2	-2	i	-7	-4	-1	i	-1.7	-8	4	C/C(=N\NC(=O)C(=O)Nc1cccc(Cl)c1C)c1ccncc1
-1	-2	i	6	-1	1	i	-0.8	0	-1	COc1ccc(Cl)cc1C(=O)Nc1cccc2ncccc12
-1	2	i	0	4	0	i	0.2	0	0	COc1ccc(S(=O)(=O)N2CCOCC2)c(Cl)c1Cl
1	1	i	-1	2	-2	i	-0.7	12	-3	COC(=O)CNC(=O)Cn1cnc2sc(C)c(S(=O)(=O)N3CCC(C)CC3)c2c1=O
-1	-34	i	-5	1	-1	i	0.9	-2	-3	O=C1NCCCC1C(=O)N/N=C/c1ccc([N+](=O)[O-])cc1 (centres undefined)
-2	-2	i	nt	12	-3	i	0.7	7	4	COc1ccccc1Cc1c(-c2ccc(F)cc2)nc2ccc(Br)cn12
3	5	i	-5	-2	-3	i	0.4	7	-6	Cc1ccc(S(=O)(=O)N2CCCCC2)cc1NC(=O)CN1C(=O)c2ccccc2S1(=O)=O
-4	1	i	-5	-4	-2	i	0.1	2	-3	Cc1cc(=O)oc(C)c1C(=O)N1CCN(c2ccc(F)cc2)CC1
-1	-1	i	-12	-2	-4	nt	-1.1	1	-3	COc1ccc(C2Nc3ccccc3C(=O)N2NC(C)=O)c(OC)c1 (centres undefined)
2	4	i	-1	2	0	i	-0.2	-1	0	C=CCOc1nc2sc(C)c(C)c2c(=O)n1-c1ccccc1
4	4	i	-1	1	2	i	-0.7	-5	-3	CN(C)/C=C/C(=O)C(F)(F)F
3	-7	i	-2	1	-3	i	-0.4	9	1	Cc1cc(C)n2nc(SCCOc3ccc(F)cc3)nc2n1
-2	1	i	-2	-3	0	i	3.9	-8	1	CCn1c(=N)n(CC(=O)c2ccc(Cl)c(Cl)c2)c2ccccc21
2	1	i	-5	3	-2	i	-1.8	-3	-1	Cc1occc(=O)c1OCc1c(F)cccc1Cl

Filtered by structure: the entries above containing two or more sulfur atoms (two)
Rin1 Abl inh	SUMO1 PPI mod	Rpn11 block	Scp-1 inhibitor	DNMT1 inh	STEP inh	Neddyl block	LMPTP inh	NadD block	CSN deneddyl inh	SMILES
1	1	i	-1	2	-2	i	-0.7	12	-3	COC(=O)CNC(=O)Cn1cnc2sc(C)c(S(=O)(=O)N3CCC(C)CC3)c2c1=O
3	5	i	-5	-2	-3	i	0.4	7	-6	Cc1ccc(S(=O)(=O)N2CCCCC2)cc1NC(=O)CN1C(=O)c2ccccc2S1(=O)=O

Other results
Rin1 Abl inh	SUMO1 PPI mod	Rpn11 block	Scp-1 inhibitor	DNMT1 inh	STEP inh	Neddyl block	LMPTP inh	NadD block	CSN deneddyl inh	SMILES
-5	-29	i	-9	0	-1	i	-0.2	-3	2	CC1CS(=O)(=O)CCN1N=Cc1ccc([N+](=O)[O-])o1 (centres undefined)
2	1	i	-5	0	6	i	-1.3	4	-4	CC1=C(C)C(c2ccccc2)NC(=S)N1 (centres undefined)
-3	-5	i	-8	-4	1	i	0.3	-4	-8	COc1cccc(NC(=O)COC(=O)c2ccc(F)cc2F)c1
2	5	i	-15	-1	4	nt	3.1	-4	-3	CCOC(=O)COc1cc(OCC(=O)OCC)c2c3c(c(=O)oc2c1)CCCC3
-1	-2	i	-10	7	-1	i	1.6	-4	4	CC(=O)Nc1nc(CC(C)C)cc2c1c(=O)oc1ccccc12
1	1	i	32	5	12	i	0.6	10	32	Cc1nnc(NC(=O)CSc2nnc3scc(-c4ccc(C)c(C)c4)n23)s1
1	-2	i	-2	0	1	i	-1.9	4	1	CCc1nn(CC(=O)NC(C)CCc2ccccc2)c(=O)c2cc3occc3n12 (centres undefined)
5	-8	i	6	2	-1	i	-0.5	-5	-1	Cc1oc(-c2ccccc2Cl)[n+]([O-])c1C
-2	-12	i	6	-2	0	i	1.8	1	-1	O=C(CCN1C(=O)/C(=C/c2ccccc2F)SC1=S)Nc1cccnc1
0	-3	i	-3	-2	0	i	-0.5	-2	-10	CN1CCN(C(=O)CN(C)S(=O)(=O)c2ccc3ccccc3c2)CC1
-3	0	i	3	18	0	i	-0.6	-1	7	Cc1ccc(CN2CC(C(=O)O)CC2=O)cc1 (centres undefined)
-2	1	i	-2	1	-1	i	-0.8	-3	5	O=C(CN1CCN(Cc2ccccc2)CC1)Nc1ccc(Cl)cn1
-5	2	i	nt	3	2	i	-2.0	-4	-5	CN1CCN(C(=O)c2cccc(-c3ccc4nncn4c3)c2)CC1
-5	1	i	-6	1	0	i	1.2	-2	3	CCOc1cc(-c2conc2N)cc(OCC)c1OCC
-4	-13	i	-3	-10	-2	i	1.9	-2	11	COc1cc(C(=O)Nc2sc3c(c2C#N)CCN(C(C)=O)C3)cc(OC)c1OC
-2	1	i	-5	-2	-2	i	-1.5	12	2	Cc1[nH]c(=S)c(C#N)c(C)c1Cc1ccccc1
-6	46*	i	1	-9	1	i	-21	3	2	COC(=O)c1cccc(Nc2nc(-c3cccnc3)nc3ccccc23)c1
1	1	i	-8	4	-1	i	-0.6	-10	-4	Cc1cccc(C(=O)OCC(=O)Nc2ccc3c(c2)OCCO3)c1
1	6	i	-3	-3	2	i	-0.5	5	6	Cc1nc(NCCc2ccccc2)sc1C(=O)O
-1	-7	i	-5	-1	-3	+	-1.1	-1	2	Cc1c(C)c2ccc(OC(C)C(=O)NCCCN3CCOCC3)c(C)c2oc1=O (centres undefined)
4	8	i	nt	34	6	i	-1.2	0	2	Cc1ccc(S(=O)(=O)Nc2nc(CN3CCOCC3)nc3sc(C(=O)O)c(C)c23)cc1
0	-2	i	nt	0	-1	i	-2.0	-2	2	CCC(C)C(CO)NCCCn1ccc(NC(=O)OCc2ccccc2)nc1=O (centres undefined)
-2	60*	i	-11	-1	2	i	2.4	23	-3	O=C1c2cccnc2C(=O)N1Cc1ccc(S(=O)(=O)N2CCN(c3ccc(Cl)cc3)CC2)cc1
8	0	i	-3	1	0	i	-1.0	6	-1	O=C(CSc1nc2ccccc2n1CC(=O)N1CCCC1)NCc1ccc2c(c1)OCO2

Pulled by compound from the entries so far, 2 records:
Rin1 Abl inh	SUMO1 PPI mod	Rpn11 block	Scp-1 inhibitor	DNMT1 inh	STEP inh	Neddyl block	LMPTP inh	NadD block	CSN deneddyl inh	SMILES
0	-2	i	nt	0	-1	i	-2.0	-2	2	CCC(C)C(CO)NCCCn1ccc(NC(=O)OCc2ccccc2)nc1=O (centres undefined)
1	6	i	-3	-3	2	i	-0.5	5	6	Cc1nc(NCCc2ccccc2)sc1C(=O)O

Further structures
Rin1 Abl inh	SUMO1 PPI mod	Rpn11 block	Scp-1 inhibitor	DNMT1 inh	STEP inh	Neddyl block	LMPTP inh	NadD block	CSN deneddyl inh	SMILES
nt	-26	nt	nt	nt	nt	i	-1.5	nt	-3	COc1ccccc1N1CCN(C(=O)C(=O)c2cccc([N+](=O)[O-])c2)CC1
0	-11	i	nt	-6	-3	i	-0.1	0	3	COc1cccc(C(NC(C)=O)c2nc(-c3cccc(O)c3)cs2)c1 (centres undefined)
-2	2	i	-2	2	-1	i	-0.4	-7	-9	O=S(NC1CCCCC1)C12CC3CC(CC(C3)C1)C2 (centres undefined)
0	2	i	3	8	-1	i	-0.4	-5	3	CN(CC(=O)Nc1ccc(N2CCOCC2)cc1)CC(=O)Nc1ccc(N2CCOCC2)cc1
-2	20	i	-7	1	-2	i	2.1	0	2	O=C(Nc1ccncc1)c1ccc2ncsc2c1
1	2	i	10	0	-3	i	0.0	-7	8	COc1ccc(NS(=O)(=O)c2ccc3c(c2)CCN3C(=O)CCC(=O)O)cc1OC
1	-5	i	1	19	0	i	-0.2	4	-1	CCOC(=O)c1sc(C)c2c(=O)n(Cc3ccc(Cl)cc3)cnc12
1	0	i	-1	-1	-1	i	-1.5	-7	1	C#CCOc1nc(C)cc(C)c1S(=O)(=O)c1ccccc1C
1	-10	i	1	-3	0	i	-3.4	-1	0	CS(=O)(=O)N1CCN(C(=O)c2cc(-c3ccncc3)nc3ccc(Cl)cc23)CC1
1	-1	i	-2	4	0	i	1.0	5	4	Cc1ccc(-n2c(-c3c(-c4ccccc4)noc3C)n[nH]c2=S)cc1
0	-1	i	-12	3	-5	i	-2.4	-2	-3	O=C(COC(=O)c1cc(=O)[nH]c(=O)[nH]1)NCc1ccccc1
0	1	i	0	-10	-2	i	-1.1	4	-7	O=C(Nc1ccccc1F)c1ccc(CN2CCN(c3ccccc3)CC2)cc1
-3	-36	i	-6	2	-1	nt	-0.7	-1	3	c1ccc(-c2ccc(-c3ccccn3)s2)nc1
1	1	i	-21	-15	-2	i	3.7	-10	-5	C=CC[C@@H](CC(=O)N(CCO)Cc1ccccc1)C(=O)N[C@H](COC(=O)[C@@H](CC=C)CC(=O)OC(C)(C)C)Cc1c[nH]c2ccccc12
5	-2	i	-7	2	-2	i	-0.7	11	-4	Nc1nonc1-n1nnc(C(=O)N/N=C/c2ccccc2)c1CSc1ccc(Cl)cc1
-1	1	i	-20	0	0	i	-2.4	7	-2	Cc1cccc(C(=O)NCN2CCN(c3ccccc3C#N)CC2)c1
-1	0	i	-3	-4	0	i	1.3	-1	4	O=C1CCSc2ccc(Cl)cc2N1Cc1cccc(Cl)c1
-2	1	i	1	6	2	i	-2.4	-3	0	CC[C@]12c3[nH]c4cc(CCC(=O)N(C)C)ccc4c3CCN1C(=O)[C@@H](CC(=O)NCCCOC)C[C@@H]2C(=O)N1CCN(C(=O)c2ccco2)CC1
